PAX8 reporter = inhibitors of PAX8 transcriptional activity in RMG-I cells. RMG-I TPO-luciferase reporter, SteadyGlo, 24 h. 360,000 compounds, 1.2% hits. AID 652154. inhibition, % at 12.6 µM;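 active = mean replicate inhibition at least 60% with every replicate also reaching 60%; inconclusive = only one of the two criteria is met; inactive = mean below 60% and not all replicates reaching 60%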;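 note: luciferase light reporting Pax8 driven TPO promoter activity; plate controls were median of neutral control wells for no effect and mitoxantrone controls for full effect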
DENV2 CPE rescue = DENV2-induced cell death inhibition. DENV2-infected cells, cytopathic effect rescue, plate reader. CPE inhibition, % at 9.99 µM. 350,000 compounds, 1.7% hits. AID 651640; in the data active = CPE inhibition above about 20%, passing the limit was not always enough; inconclusive = no clear call, values can overlap the other calls; tested in BHK-21 cells;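 note: 0% = median of neutral control wells and 100% = median of positive control wells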
LGR2 inh = inhibitors of bursicon-induced Drosophila LGR2 receptor cAMP signaling; AID 720647; HEK293 LGR2, CRE-luciferase, bursicon-stimulated, 4 h; inhibition, % at 9.99 µM; 380,000 compounds, 0.35% hits;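 active = drop in luminescence signal, shown as inhibition above about 50% in the replicate tests, limit read from the data, passing the limit was not always enough; inconclusive = probably only some replicates passing the limit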;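 note: agonist challenge used bursicon conditioned medium at about half maximal strength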
ARNT-TACC3 inh = ARNT/TACC3 interaction disruption | AlphaScreen His-ARNT PAS-B/GST-TACC3 binding, luminescence; TACC3 fragment carries E629A point mutation | 390,000 compounds, 0.66% hits | inhibition, % at 9.99 µM | AID 623870;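 active = mean inhibition of replicates at least 50% and at least half of replicates each reaching 50%; inconclusive = half or more replicates reach 50% but mean below 50%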;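 note: 0% = complete ARNT plus TACC3 wells and 100% = ARNT alone without TACC3; many hits fall short of the cut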
EWS-Fli block = inhibitors of EWS/Fli oncoprotein transcriptional activity; A673 NR0B1-luciferase reporter, viability-normalised; inhibition, % at 12.6 µM; 350,000 compounds, 0.67% hits;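 active = mean inhibition of at least 50% after viability correction, with every replicate also passing that limit; inconclusive = mean reaches 50% but only one of two replicates passes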;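 note: firefly luciferase signal divided by Alamar Blue viability fluorescence both relative to DMSO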
Casp6 inh = inhibitors of human caspase-6. purified caspase-6, Z-VEID-R110 cleavage fluorescence. inhibition, % at 12.5 µM. 350,000 compounds, 0.53% hits;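 active = mean inhibition across replicates at least about 35%, with every replicate also reaching that limit, limit read from the data; inconclusive = only one of the two criteria met; inactive = neither criterion met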;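 note: 0% = median of neutral control wells and 100% = no fluorescence left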
Target sequence (P55212 24-179 limits assumed): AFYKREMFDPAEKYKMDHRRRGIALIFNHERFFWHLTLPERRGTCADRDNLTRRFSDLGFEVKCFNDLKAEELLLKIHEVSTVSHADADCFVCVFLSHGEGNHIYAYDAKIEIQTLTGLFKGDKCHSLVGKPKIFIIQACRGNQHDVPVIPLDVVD
Target sequence (P55212 194-293 limits assumed): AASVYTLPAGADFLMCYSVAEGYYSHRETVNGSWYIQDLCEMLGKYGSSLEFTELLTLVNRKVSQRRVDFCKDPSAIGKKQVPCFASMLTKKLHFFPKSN
SIRT5 block = sirtuin-5 (human) deacylase inhibition | Q9NXA8 | Purified SirT5, succinyl-peptide AMC, trypsin-coupled fluorescence | inhibition, % at 15 µM | 330,000 compounds, 1.1% hits; in the data active = inhibition above about 15%; inconclusive = no clear call, values can overlap the other calls
Target sequence (Q9NXA8 whole entry, looked up): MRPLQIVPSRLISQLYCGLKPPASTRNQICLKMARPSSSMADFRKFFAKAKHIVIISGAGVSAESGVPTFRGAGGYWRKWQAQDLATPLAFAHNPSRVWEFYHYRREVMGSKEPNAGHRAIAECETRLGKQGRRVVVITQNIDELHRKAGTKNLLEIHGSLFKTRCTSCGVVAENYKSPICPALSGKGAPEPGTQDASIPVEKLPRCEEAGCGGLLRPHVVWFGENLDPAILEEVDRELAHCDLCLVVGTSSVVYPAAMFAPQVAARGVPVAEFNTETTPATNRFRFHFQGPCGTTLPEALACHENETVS
An asterisk follows results filed as active; ? = inconclusive; · = not tested or not shown.

SMILES	PAX8 reporter	DENV2 CPE rescue	LGR2 inh	ARNT-TACC3 inh	EWS-Fli block	Casp6 inh	SIRT5 block
COc1cccc(CN2CCNC(=O)C2CC(=O)O)c1OC (centres undefined)	4	12	11	-9	-1	2	-1
O=C(Nc1ccccc1)N[C@@H]1CC[C@@H](CCn2cc(-c3ccccc3F)nn2)O[C@@H]1CO	·	?	-5	·	3	1	0
O=S(=O)(CCNCc1ccco1)NC1CCCCC1	0	-8	-8	-2	-5	1	-6
Cc1nn(C)cc1-c1n[nH]c(=S)n1-c1ccc(F)cc1	8	3	3	-14	6	-4	-1
CCCNC(=O)N1[C@H](CO)[C@H](c2ccccc2)[C@@H]1CNC(=O)c1cccc(F)c1	-3	-9	13	-1	-7	-2	3
CCN(CC)CC#CCOC(c1ccccc1)c1ccccc1	17	-4	14	-3	11	2	4
C[C@@H]1CN([C@H](C)CO)C(=O)c2cccc(NS(=O)(=O)c3ccccc3)c2O[C@H]1CN(C)Cc1ccc(Cl)c(Cl)c1	-15	-4	·	0	-4	2	-3
O=C(NCc1nnnn1-c1ccccc1)c1ccc2ccccc2c1	4	4	-9	·	-4	1	·
O=C(COC(=O)c1ccccc1SCC(=O)N1CCCC1)NC1CCS(=O)(=O)C1 (centres undefined)	6	-4	3	-1	-2	2	-1
O=C(Nc1ccc(S(=O)(=O)Nc2ccccn2)cc1)c1ccc(Cl)cc1Cl	-5	2	5	-2	11	·	-3
O=C(C[C@@H]1CC[C@@H](NS(=O)(=O)c2ccccc2)[C@H](CO)O1)NCc1ccc(Cl)c(Cl)c1	-7	4	-5	·	-5	1	3
O=C(Nc1ccc(S(=O)(=O)Nc2nccs2)cc1)c1nn(-c2ccc(F)cc2)ccc1=O	-3	-3	17	-3	·	24	0
O=C(/C=C/c1ccccc1)NNC1=NS(=O)(=O)c2ccccc21	17	·	18	33	-3	1	4
CCOC(=O)c1[nH]c2ccccc2c1NC(=S)Nc1cccc(C)c1	7	-8	-38	7	-30	2	-1
COc1ccc(CCNc2cc(=O)[nH]c(N)n2)cc1	·	0	0	5	1	0	6
COc1ccc(CCN2CC(C(=O)N(C)Cc3ccc4nsnc4c3)CCC2=O)cc1 (centres undefined)	0	-5	5	·	-6	-1	-2
CSc1ccc(C(=O)C2CCCN(C(=O)CCCn3cncn3)C2)cc1 (centres undefined)	-6	1	-14	·	3	0	-1
Cn1cncc1C#Cc1c(C=O)n(C)c2ccccc12	-26	-1	6	-1	6	-6	-3
CCCC(=O)NNC(=O)CCC(=O)Nc1ccccc1Cl	0	2	-75	2	10	0	2
COCC(=O)N1CC(=O)N2[C@H](CO)[C@H](c3ccc(C#CC4CCCCC4)cc3)[C@@H]2C1	-6	-3	12	·	6	-2	1
CCCCC(OC(=O)CN1C(=O)COc2ccccc21)C(=O)NC1CCCCC1 (centres undefined)	11	-4	13	·	5	1	5
CCCCc1nc2cc(C(=O)NCc3cc(C)n(C)n3)ccc2o1	-13	?	-22	2	-57	-2	10
O=C(NCC(F)(F)F)c1cc2c(c(-c3cccc(-c4ccccc4F)c3)n1)[C@@H](CCO)N(C(=O)CC1CC1)C2	51	2	26	·	16	-2	3
COC(=O)[C@]12C[C@H](CC(=O)NCc3cccc(C(F)(F)F)c3)C(=O)N(CCC3=CCCCC3)C1=C[C@H](C(C)(C)C)O[C@@H]2C	2	?	26	·	4	-8	·
O=C(NC(=S)Nc1cccc2ncccc12)c1ccco1	12	0	-7	-24	2	4	5
Cc1ccc(S(=O)(=O)N(C)C[C@H]2Oc3ccc(NC(=O)Cc4cn(C)c5ccccc45)cc3C(=O)N([C@H](C)CO)C[C@H]2C)cc1	-7	10	0	5	-10	2	14
CCCNC(=O)N1C[C@@H](O)COC[C@H]2O[C@@H](CC(=O)NCc3ccncn3)CC[C@@H]21	-16	2	-3	5	5	0	1
C[C@@H]1CN([C@@H](C)CO)C(=O)c2cc(NC(=O)C3CC3)ccc2O[C@@H]1CN(C)Cc1ccc(C(=O)Nc2ccccc2N)cc1	·	5	5	-3	46	·	·
COc1cccc(-c2ccc([C@@H]3[C@H]4CN(C(=O)C5CCCCC5)CC(=O)N4[C@H]3CO)cc2)c1	-12	2	-2	·	-4	-3	1
O=C1CC(C(=O)Nc2cccc(F)c2)n2ncnc2N1 (centres undefined)	-3	-2	-2	-1	3	1	0
Cc1cccc(C(=O)NCC(=O)N2CCN(S(=O)(=O)c3ccccc3)CC2)c1	4	10	5	-3	2	-2	-5
CCCCn1c(N)c(N(CC(C)C)C(=O)C2CCN(S(=O)(=O)c3ccc(C)cc3)CC2)c(=O)[nH]c1=O	-1	-6	-3	-3	4	6	-4
CCCCn1c(N)c(N(CCOC)C(=O)CCN2C(=O)C3CC=CCC3C2=O)c(=O)[nH]c1=O (centres undefined)	-1	7	2	7	-1	-1	-3
CSc1ccc(CN2CCC(N3CCC(C(=O)NC4CC4)CC3)CC2)cc1	-3	-14	7	·	-6	-22	2
O=C(NCc1ccccc1)C1=C[C@@H](c2csc3ccccc23)C[C@@H](OCCCCO)O1	77*	5	-4	·	34	0	2
COc1ccc(CSc2nnnn2-c2ccc(C(=O)O)cc2)cc1	9	-2	6	-8	5	·	-3
O=C(Nc1ccc(OC(F)F)cc1)c1cc[n+]([O-])cc1	-6	-4	32	16	1	-3	-3
O=C(c1ccc([N+](=O)[O-])cc1)N1CCSC1c1cccc(Cl)c1 (centres undefined)	19	-2	-8	8	-5	1	-7
Cc1ccc(S(=O)(=O)Nc2cccc3c2O[C@H](CN(C)C)[C@H](C)CN([C@H](C)CO)C3=O)cc1	-15	-14	4	-7	7	-6	0
CCn1c(COc2ccccc2)nnc1SCC(=O)NC1CC1	3	4	0	·	8	-1	2
CC(=O)Nc1ccc(NS(=O)(=O)c2ccc(Cl)s2)cc1	-6	-2	-36	-4	-2	-23	-1
COC(=O)CCN(C(=O)c1ccc([N+](=O)[O-])cc1)c1ccccn1	-15	?	-2	-7	0	-5	-1
CCCCCCCCCCCCCCCC[N+](C)(C)CCl	106*	18	25	-3	37	-146	·
C[C@H]1CN([C@@H](C)CO)C(=O)c2cc(NC(=O)Nc3ccccc3)ccc2O[C@H]1CN(C)C(=O)Nc1ccccc1	4	3	8	-14	4	-1	·
CC(=O)NCC1CCCN(Cc2cn(-c3ccccc3F)nc2-c2cc(C)sc2C)C1 (centres undefined)	10	-4	-2	11	14	-5	-3
COc1ccc(S(=O)(=O)Nc2ccc3c(c2)C(=O)N([C@@H](C)CO)C[C@@H](C)[C@@H](CN(C)Cc2ccc(C(F)(F)F)cc2)OCCCC[C@@H](C)O3)cc1	105*	-9	17	0	20	-2	22*
Cc1occc1-c1nnc(SCc2nnc(-c3ccc(Cl)cc3)o2)n1C	·	·	-28	3	·	2	-1
COc1ccc(NC(=O)C(OC(=O)c2ccccc2)c2cccs2)cc1 (centres undefined)	-73	-3	·	-2	-71	4	4
C/C=C/c1ccc2c(c1)O[C@@H](CN(C)Cc1cccnc1)[C@@H](C)CN([C@@H](C)CO)S2(=O)=O	·	6	-13	-7	6	2	1
CSc1nc(N)c2cn[nH]c2n1	-15	?	1	1	-1	-2	·
CCCCCCCn1c(=N)n(CC(O)c2ccco2)c2ccccc21 (centres undefined)	1	-2	-7	-4	20	3	0
O=C(Nc1cc(C2CC2)nn1-c1ccccc1)c1ccc(F)cc1	-73	·	9	2	-36	-1	·
CN1C(=O)c2cc(NC(=O)C3CCOCC3)ccc2OC[C@@H]2O[C@H](CC(=O)NCc3ccc4c(c3)OCO4)CC[C@H]21	-25	-2	-3	3	-4	0	1
COc1ccc(-c2ccc3c(c2)O[C@@H](CN(C)Cc2cccnc2)[C@@H](C)CN([C@@H](C)CO)S3(=O)=O)cc1	·	-7	-1	-4	15	2	0
Cc1cccc(C)c1NC(=O)CN(C)CC(=O)N(C)CC(=O)Nc1ccccc1Br	7	7	-2	-9	-17	0	-8
CC(=O)Nc1ccc(/C=N\NC(=O)CNS(=O)(=O)c2ccc([N+](=O)[O-])cc2)cc1	1	-7	2	3	0	7	2
COCCCN1CCN(C2Cc3ccccc3Sc3ccc(Cl)cc32)CC1 (centres undefined)	2	·	-5	-36	·	·	·
Cc1ccc(-n2nc(C(=O)O)cc2-c2ccccc2Cl)cc1	0	-1	6	-7	-4	3	11
C[C@@H]1CN([C@@H](C)CO)C(=O)Cc2cc(NS(=O)(=O)c3ccc(F)cc3)ccc2O[C@@H]1CN(C)S(=O)(=O)c1ccc(Cl)cc1	-3	1	4	-6	1	·	·
C[C@@H]1CN([C@H](C)CO)C(=O)c2cccc(NC(=O)Nc3ccc4c(c3)OCO4)c2O[C@H]1CN(C)C(=O)Nc1ccc2c(c1)OCO2	-14	·	3	14	-5	-4	3

Four of the compounds above, as labelled records:
structure: CC(=O)Nc1ccc(NS(=O)(=O)c2ccc(Cl)s2)cc1
- PAX8 reporter: -6
- DENV2 CPE rescue: -2
- LGR2 inh: -36
- ARNT-TACC3 inh: -4
- EWS-Fli block: -2
- Casp6 inh: -23
- SIRT5 block: -1
structure: COC(=O)CCN(C(=O)c1ccc([N+](=O)[O-])cc1)c1ccccn1
- PAX8 reporter: -15
- DENV2 CPE rescue: ?
- LGR2 inh: -2
- ARNT-TACC3 inh: -7
- EWS-Fli block: 0
- Casp6 inh: -5
- SIRT5 block: -1
structure: CCCCCCCCCCCCCCCC[N+](C)(C)CCl
- PAX8 reporter: 106*
- DENV2 CPE rescue: 18
- LGR2 inh: 25
- ARNT-TACC3 inh: -3
- EWS-Fli block: 37
- Casp6 inh: -146
- SIRT5 block: ·
structure: C[C@H]1CN([C@@H](C)CO)C(=O)c2cc(NC(=O)Nc3ccccc3)ccc2O[C@H]1CN(C)C(=O)Nc1ccccc1
- PAX8 reporter: 4
- DENV2 CPE rescue: 3
- LGR2 inh: 8
- ARNT-TACC3 inh: -14
- EWS-Fli block: 4
- Casp6 inh: -1
- SIRT5 block: ·

The list continues:
SMILES	PAX8 reporter	DENV2 CPE rescue	LGR2 inh	ARNT-TACC3 inh	EWS-Fli block	Casp6 inh	SIRT5 block
Cc1noc(C)c1S(=O)(=O)N(C)C[C@@H]1OCCCC[C@@H](C)Oc2ccc(N(C)C)cc2C(=O)N([C@H](C)CO)C[C@H]1C	21	7	12	7	4	3	-2
CCN(C1CCCCC1)S(=O)(=O)c1cn(C)c(=O)n(C)c1=O	10	?	-14	-2	-5	-1	-7
O=c1[nH]c(CSc2ccccn2)nc2c1cnn2-c1ccccc1	-7	·	-10	2	·	·	·
COC(=O)c1cc2c(c3c4cc(C)ccc4n(S(=O)(=O)c4ccc(C)cc4)c13)C(=O)N(Cc1ccc(N(C)C)cc1)C2	2	-2	-2	·	-8	-1	·
C#CC(=O)N(c1ccc(OC)cc1OC)C(C(=O)NC1CCCC1)c1cccs1 (centres undefined)	93*	-23	97*	-7	61*	6	-2
Cc1ccc(S(=O)(=O)Nc2ccc3c(c2)C(=O)N([C@@H](C)CO)C[C@H](C)[C@@H](CN(C)S(=O)(=O)c2ccc(C)cc2)OCCCC[C@@H](C)O3)cc1	47	6	-1	-2	5	-3	2
Cc1cc(C(=O)Nc2cccc3c2O[C@H](CN(C)Cc2ccc(-c4ccccc4)cc2)[C@@H](C)CN([C@@H](C)CO)C3=O)n(C)n1	?	-9	-2	-6	7	1	1
Cc1ccc2c(CN3CCN(Cc4ccccc4)CC3)cc(=O)oc2c1C	-30	?	21	-4	-3	-3	-10
C[C@H](NC(=O)C[C@H]1C[C@@H]2c3cc(N(C)C)ccc3O[C@@H]2[C@H](CO)O1)c1ccccc1	-8	-2	16	12	0	5	-1
COC(=O)C1=C(C)N(Cc2ccc(C(F)(F)F)cc2)C(=NCc2ccccc2)NC1c1ccccc1C(F)(F)F (centres undefined)	26	16	-4	·	25	7	0
O=C(O)C[C@@H]1C=C[C@H](NC(=O)c2ccccc2F)[C@@H](CO)O1	-9	·	13	·	2	·	·
CCCCc1cc(=O)oc2cc(C)cc(OCC(=O)NC(Cc3ccc(Cl)cc3)C(=O)O)c12 (centres undefined)	·	-6	25	3	-4	4	·
CN(C(=O)c1cccc(NC(=O)Cc2cccc(NC(=O)C3CCCN(C(=O)CCc4ccccc4)C3)c2)c1)C1CCC1 (centres undefined)	39	-14	4	-8	6	-2	0
Cc1ccc(-c2ccc3c(c2)O[C@H](CN(C)Cc2ccc(F)cc2)[C@@H](C)CN([C@H](C)CO)S3(=O)=O)cc1	·	-5	-5	-2	26	-2	10
